RmlCD inh 1536: M. tuberculosis RmlC/RmlD inhibition; P9WH09+P9WH11; RmlC+RmlD coupled enzyme assay, percent inhibition; primary screen in compound mixtures; inhibition, % at 3.6 µM; 160,000 tested, 0.03% active; AID 1533; in the data active = inhibition mostly above about 34%, no sharp cut-off; also: some results filed as inactive read as strong as hits
Target sequence (P9WH09 whole entry, looked up): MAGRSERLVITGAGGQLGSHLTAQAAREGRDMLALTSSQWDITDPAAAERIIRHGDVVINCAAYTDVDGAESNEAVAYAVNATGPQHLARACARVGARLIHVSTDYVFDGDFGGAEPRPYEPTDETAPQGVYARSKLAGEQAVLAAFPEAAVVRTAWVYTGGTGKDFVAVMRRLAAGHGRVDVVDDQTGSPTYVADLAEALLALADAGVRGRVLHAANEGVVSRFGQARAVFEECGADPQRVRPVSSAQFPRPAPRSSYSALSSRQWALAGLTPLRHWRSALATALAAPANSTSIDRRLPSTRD
Target sequence (P9WH11 whole entry, looked up): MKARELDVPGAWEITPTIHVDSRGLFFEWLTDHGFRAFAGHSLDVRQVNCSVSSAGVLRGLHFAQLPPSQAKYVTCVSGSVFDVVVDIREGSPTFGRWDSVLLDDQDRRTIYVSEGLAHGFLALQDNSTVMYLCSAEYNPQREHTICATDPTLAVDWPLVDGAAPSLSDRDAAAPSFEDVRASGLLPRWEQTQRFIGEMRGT
M. tuberculosis GlmU: inhibition of mycobacterial GlmU enzyme – biochemical, glucosamine-1-phosphate acetyltransferase (AID 1376); M. tuberculosis GlmU acetyltransferase enzyme assay; higher % means a stronger effect; inhibition, %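 (tested at 30 µM in the primary screen)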; hits with a dose series show IC50 in µM; 220,000 tested, 0.25% active; in the data active = inhibition above about 13%;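 also: 0% = complete reaction with vehicle and 100% = reaction without substrate; strong numbers were not always called active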
An asterisk follows results filed as active; / = no result given. The list is partial; the hit share may differ from the screen's.

smiles	RmlCD inh 1536	M. tuberculosis GlmU
CCOc1cc(S(=O)(=O)NCc2ccncc2)c(C)cc1C	-11	-1.2%
O=C(/C=C/c1ccco1)Nc1ccc(S(=O)(=O)N2CCOCC2)cc1	/	2.1%
Cn1cccc1C(C(=O)NC1CCCCC1)N(C(=O)Cc1cccs1)C1CC1 (stereo unspecified)	7	4.9%
COc1ccc(F)c(CN2CCC(N3CCC(C(=O)N4CCOCC4)CC3)CC2)c1	16	-2.3%
CC(C)(C)C(=O)N1N=C(c2cccc(NS(C)(=O)=O)c2)CC1c1cccs1 (stereo unspecified)	-10	2.5%
C=CCOc1ccc(/C(O)=C2/C(=O)C(=O)N(CCCn3ccnc3)C2c2cccs2)cc1 (stereo unspecified)	/	-1.0%
Cc1[nH]c2ccccc2c1/C=N/NC(=O)c1cccc([N+](=O)[O-])c1	7	/
CC(C(=O)OCC(=O)Nc1ncc(Cl)cc1Cl)N1C(=O)c2ccccc2C1=O (stereo unspecified)	/	0.7%
CC1(C)CC(=O)C2=C(C1)OC(N)=C(C#N)C2c1ccc[nH]1 (stereo unspecified)	3	-3.7%
Cc1nc2sc3c(c2c(=O)n1/N=C/c1cccnc1)CCCC3	-4	-4.9%
COc1cccc(N2CCN(Cc3nc(N)nc(N4CCCc5ccccc54)n3)CC2)c1	-3	-1.7%
Cc1ccccc1NC(=S)NCC1CCC(CNC(=S)Nc2ccccc2C)CC1 (stereo unspecified)	/	-7.2%

Ordered by molar mass (smallest number first): part of the list above
smiles	RmlCD inh 1536	M. tuberculosis GlmU
CC1(C)CC(=O)C2=C(C1)OC(N)=C(C#N)C2c1ccc[nH]1 (stereo unspecified)	3	-3.7%
O=C(/C=C/c1ccco1)Nc1ccc(S(=O)(=O)N2CCOCC2)cc1	/	2.1%
Cn1cccc1C(C(=O)NC1CCCCC1)N(C(=O)Cc1cccs1)C1CC1 (stereo unspecified)	7	4.9%
COc1ccc(F)c(CN2CCC(N3CCC(C(=O)N4CCOCC4)CC3)CC2)c1	16	-2.3%
CC(C(=O)OCC(=O)Nc1ncc(Cl)cc1Cl)N1C(=O)c2ccccc2C1=O (stereo unspecified)	/	0.7%
COc1cccc(N2CCN(Cc3nc(N)nc(N4CCCc5ccccc54)n3)CC2)c1	-3	-1.7%
C=CCOc1ccc(/C(O)=C2/C(=O)C(=O)N(CCCn3ccnc3)C2c2cccs2)cc1 (stereo unspecified)	/	-1.0%

Going on with the list.
smiles	RmlCD inh 1536	M. tuberculosis GlmU
CS(=O)(=O)N1CCC(C(=O)NCc2ccccc2)CC1	3	-3.4%
O=C(Cc1ccccc1)NCC(=O)Nc1cccc(Br)c1	3	4.8%
O=C(Nc1ncc2c(n1)-c1ccccc1CC2)c1ccccc1	-6	-1.4%
CCOC(=O)c1c(O)c2cc(Cl)ccc2n(CC)c1=O	2	3.8%
CCOC(=O)c1cccc(C(=O)OCC)n1	4	/
COc1ccc(C2COc3cc(O)ccc3C2)c(OC)c1O (stereo unspecified)	/	3.0%
CC(C)C(NC(=O)C1CCCCC1)C(=O)Nc1ccccn1 (stereo unspecified)	-13	-0.4%
CCCN(CCC)S(=O)(=O)c1cccc(C(=O)Nc2ccc3c(c2)OCO3)c1	40	/
COc1cc(-c2[nH]ncc2CN2CCN(Cc3cccs3)CC2)cc(OC)c1OC	/	2.2%
Cc1ccc(S(=O)(=O)N2CCC(=O)N(CCOC(=O)NCc3ccccc3)CC2)cc1	/	0.1%
O=S(=O)(NCCO)c1cccc2cccnc12	7	3.9%
O=c1[nH]ncn1-c1ccccc1C(F)(F)F	-9	-4.7%

A second format for part of the listing above.
Values in the order – RmlCD inh 1536 | M. tuberculosis GlmU
O=C(/C=C/c1ccco1)Nc1ccc(S(=O)(=O)N2CCOCC2)cc1
 : / | 2.1%
Cn1cccc1C(C(=O)NC1CCCCC1)N(C(=O)Cc1cccs1)C1CC1 (stereo unspecified)
 : 7 | 4.9%

Carrying on:
smiles	RmlCD inh 1536	M. tuberculosis GlmU
CC(=O)Nc1ccc(NS(=O)(=O)c2ccc3ccccc3c2)cc1	/	-4.9%
CC12COC3(C(=O)Nc4ccc(F)cc4)CC1CCC32C (stereo unspecified)	1	6.5%
O=C(Cn1nc(-c2ccc(Cl)cc2)c2ccccc2c1=O)NN1CCOCC1	15	/
CC/C(=N\NC(=O)c1c(-c2ccccc2)noc1C)c1ccc(C)o1	/	2.8%
O=C(c1ccccc1)N1CCN(Cc2cccc(Oc3ccccc3)c2)CC1	0	6.0%
O=C(CCC1CCCC1)N1CCN(C(=O)C2CC2)CC1	/	0.5%
COc1cc2c(cc1OC)CN(c1ccc([N+](=O)[O-])cc1Cl)CC2	21	-2.2%
O=C(NCc1ccco1)C1CCN(C(=O)Cc2ccccc2)CC1	-12	3.1%
O=C(CSc1nnc(NC(=O)c2ccco2)s1)Nc1ccc(F)cc1	-9	2.8%
CC12CCC(C(=O)N(CCCN3CCN(Cc4ccccc4)CC3)C1=O)C2(C)C (stereo unspecified)	-5	-3.4%
CC1=C(C)CC(C(=O)NCc2ccccn2)C(C(=O)O)C1 (stereo unspecified)	/	-5.0%
COc1cc(C(=O)Nc2nnc(C)s2)cc(OC)c1OC	/	6.1%
CCOC(=O)CSc1nc2ccc(Nc3nc(N4CCOCC4)nc(N4CCOCC4)n3)cc2s1	/	-2.8%
COc1ccc(N2CCCCn3c2nc2c3c(=O)n(C)c(=O)n2C)cc1	2	-0.7%
O=C(NCCO)/C(=C\c1ccc([N+](=O)[O-])o1)NC(=O)c1ccccc1	/	0.9%
CSc1cc(C)nc(N(C)C(C)=O)n1	-8	1.2%
O=C(O)/C=C/C(=O)N1Cc2cc3ccccc3nc2C1	74	0.3%
O=C(N/N=C(\CC(=O)c1cccs1)C(F)(F)F)c1cccnc1	-1	-2.2%
Cc1oc(-c2cccc(Cl)c2)nc1CN1CCCC(C(=O)NCCCN2CCOCC2)C1 (stereo unspecified)	17	/
COCCOC(=O)c1[nH]c2c(c1C)C(=O)CC(c1ccco1)C2 (stereo unspecified)	-8	-7.2%
CCCCC(=O)Nc1ccc(NC(=O)CCCC)nc1	13	1.7%
NC(=O)c1ccsc1NC(=O)c1ccc(N2CCCC2=O)cc1	0	5.5%
Cc1ccccc1CS(=O)(=O)c1cnc2ccccc2n1	/	-3.2%
CCc1ccc(Oc2nnnn2-c2ccc(C(N)=O)cc2)cc1	9	-3.8%
COc1ccccc1-c1n[nH]c(=S)n1N	9	4.4%
Cc1ccc(C2(C(F)(F)F)N=C3Sc4cc(C)cc(C)c4N3C(=O)N2)cc1 (stereo unspecified)	/	2.5%
CCCOc1ccc(C2/C(=C(/O)c3ccc(F)cc3)C(=O)C(=O)N2CCCN(C)C)cc1 (stereo unspecified)	2	-0.3%
CCN1CCN(CCn2c(=S)[nH]c3cc4c(cc3c2=O)OCO4)CC1	/	-1.0%
CN1/C(=C\C(=O)c2ccco2)C(C)(C)c2ccccc21	4	4.2%
CCC(CC)NC(=O)CON=C1c2ccccc2-c2ccccc21	-4	2.5%
Cn1c(=O)c2c(nc(NN=C3CCCCC3)n2C)n(C)c1=O	-10	-2.4%
CCOC(=O)N1CCN(c2c(N3CCN(c4ccc(OC)cc4)CC3)c(=O)c2=O)CC1	-5	4.5%
CCOc1ccc(C(=O)CSCCC(=O)O)cc1	5	-1.3%
Cc1cccc(NC(=S)NCCc2c[nH]c3ccccc23)c1	/	-0.4%
C=CCN(C)CCCNC(=O)/C=N/O	-4	-0.5%
O=C(/C=C/c1cnc2ccccc2n1)NC1CCCCCC1	/	2.7%
Cc1cccc(C2c3[nH]c4ccccc4c3CCN2C(=O)CN2CCOC2=O)n1 (stereo unspecified)	-4	-0.9%
O=C(Cc1ccc(Cl)cc1)c1c[nH]c(C(=O)NCCCn2ccnc2)c1	-12	-6.2%
Cc1cc(C)n(-c2nc3ccccc3nc2N2CCC(C)CC2)n1	-7	-1.3%
CCOC(=O)Cc1csc(/N=C/c2c(O)n(-c3ccccc3C(F)(F)F)c(=O)c3ccccc23)n1	/	-6.8%
FC(F)(F)c1cccc(OCC2CNC(=S)O2)c1 (stereo unspecified)	/	-4.2%
C/C(=N\OCC(=O)Nn1c(=O)[nH]c2ccccc2c1=O)c1ccccc1	-3	0.4%
N#CCCCCn1c(-c2cncs2)nc2ccccc21	11	2.4%
O=C(CSc1nc2scc(-c3ccco3)c2c(=O)n1-c1ccccc1)N1CCOCC1	/	3.6%
COc1ccc(/C=N/OCC(=O)NC(c2ccccc2)c2ccccc2)cc1OC	-13	1.6%
NCCNC(=O)Cc1cccc(NC(=O)Cc2ccc(Nc3ncnc4c3ncn4[C@@H]3O[C@H](CO)[C@@H](O)[C@H]3O)cc2)c1	/	1.5%
Cc1ccccc1NC(=O)CSCCO	0	5.4%
C=CCNc1nc2c(c(=O)[nH]c(=O)n2C)n1CCCCC	4	-2.6%
N#C/C(=C\c1ccc(OCC(N)=O)cc1)S(=O)(=O)c1ccccc1	0	0.6%
Cc1cc(C)c(S(C)(=O)=O)c(N(C)N)n1	6	-1.2%
CCOC(=O)C1=NN(C(=O)c2ccc(OC)cc2)C(O)(c2ccc(Cl)cc2)C1 (stereo unspecified)	/	3.4%
N#CCCNC(=O)Cn1c(COc2ccc(Cl)cc2)nc2ccccc21	-7	2.0%
COc1ccc(C(=O)Nc2ccccc2C(=O)N/N=C/c2cccc3ccccc23)cc1	/	6.0%
O=C(/C=C/c1ccccc1Cl)N(Cc1ccc(Cl)cc1)C1CCS(=O)(=O)C1 (stereo unspecified)	-11	0.3%
COc1ccc(CC(=O)c2ccc(O)cc2O)cc1OC	-10	-4.5%
Cc1[nH]c2ccccc2c1C(=O)C(=O)N1CCC2(CC1)OCCO2	-3	-1.0%
COc1ccc(C(=O)Nc2c(-c3cccs3)c(=O)c3ccccc3n2C)cc1	1	0.8%
O=C(CC(Nc1ccc(Cl)cc1)C(=O)O)c1ccccc1 (stereo unspecified)	/	-1.2%
Cn1c(=O)oc2cc(S(=O)(=O)N3CCN(c4ccc(F)cc4)CC3)ccc21	/	1.4%
Cc1ccc(NC(=O)C[n+]2cc(-c3ccc(C)cc3)n3c2CCC3)cc1	44	-4.6%

Following part.
smiles	RmlCD inh 1536	M. tuberculosis GlmU
CCCCCCSc1nnc2[nH]c(=O)cc(N)n12	3	0.3%
Cc1cc(=O)oc2cc(NC(=O)CC3(CC(=O)O)CCCC3)ccc12	16	-4.0%
Cc1ccc(-n2c(=O)c3sccc3n(CC(=O)NCc3ccco3)c2=O)cc1F	/	-4.6%
Cc1ccc(C2CC(C(F)(F)F)n3nc(C(=O)NCC4CCCO4)cc3N2)cc1 (stereo unspecified)	6	2.5%
CCn1c(-c2cc(OC)ccc2OC)csc1=Nc1c(C)n(C)n(-c2ccccc2)c1=O	/	0.7%
O=C(Nc1ccc(S(=O)(=O)N2CCOCC2)cc1)c1ccc2c(c1)OCO2	12	-2.4%
O=c1cc[nH]c2ccc(OC(F)(F)F)cc12	/	-12%
CC(=O)Nc1ccc(S(=O)(=O)Nc2ccc(F)c([N+](=O)[O-])c2)cc1	10	5.6%
CCn1c(SCC(=O)Nc2ccc(C(C)=O)cc2)nc2nc3c(cc2c1=O)COC(C)(C)C3	8	5.1%
CC(=O)Nc1ccc(NC(=O)C(C)OC(=O)c2ccc(OCc3c(C)noc3C)cc2)cc1 (stereo unspecified)	/	-1.7%
CC1CC(=O)N(CC(=O)NCc2ccco2)c2ccccc2S1 (stereo unspecified)	-5	5.5%
O=C(COc1cccc2ccccc12)N/N=C/c1ccccc1OCc1ccc(C(=O)O)cc1	6	6.8%
O=S(=O)(c1ccccc1)N1CC=C(c2ccccc2)CC1	-9	-4.5%
N#Cc1nc(-c2ccc(Cl)cc2)oc1NCc1cccc2c1OCO2	/	4.3%
COC(=O)c1ccc(NC(=O)c2cc3sccc3n2C)cc1	7	-0.7%
O=C(c1ccccc1)c1nn(-c2cccc(Cl)c2)ccc1=O	6	-5.5%
ClC1=C(Cl)C(Cl)=C(Cl)C1=C/C=C/c1ccccc1	9	2.7%
Cc1cc(N2CC(C)OC(C)C2)nc(C(C)C)n1 (stereo unspecified)	1	-4.6%
O=C(Nc1ccccc1)Nc1cccc(Cl)c1	7	0.4%
O=C(O)Cc1c(-c2ccccc2Cl)c2cc(Br)ccc2[nH]c1=O	-4	6.3%
CCN1C(=O)C2(Nc3ccccc3-c3nc4ccccc4n32)c2cc(OC)ccc21 (stereo unspecified)	21	/
CCCCCCNC(=O)c1ccc(Br)o1	/	-4.0%
COc1ccc(C=O)cc1Oc1nc(Cl)ncc1F	-2	1.6%
COc1ccccc1NC(=O)CSCC(N)=O	-13	6.9%
CC(=O)Nc1ccc(Nc2nnc(-c3ccc(C)c(S(=O)(=O)NCC4CCCO4)c3)c3ccccc23)cc1 (stereo unspecified)	-8	2.7%
COc1ccccc1NC(=O)N1CCCC(C(=O)Nc2cccc(C)c2C)C1 (stereo unspecified)	12	1.4%
CC1CN(C(=O)c2ccccc2Sc2ccccc2C#N)CC(C)O1 (stereo unspecified)	/	8.1%
O=C(CCl)Nc1cccc(S(=O)(=O)NC2=NCCC2)c1	/	3.3%
CC1CN(C(=O)c2cccc(S(=O)(=O)Nc3ccc(Cl)cc3)c2)CC(C)O1 (stereo unspecified)	4	4.8%
c1cnc2c(OCc3nc4ccccc4[nH]3)cccc2c1	4	-3.1%
COc1ccccc1N1CCN(C/C(C)=C/c2ccccc2)CC1	-2	-1.2%

Screens: PubChem, several laboratories
